# Screens: PubChem, several laboratories
# NR2E3 ag-1 – activates human NR2E3 receptor; CHO-S Gal4-NCOR/VP16-NR2E3 two-hybrid, luciferase; Q9Y5X4; hit rate 0.35% among 360,000; inhibition of corepressor binding, % at 3.98 µM; AID 602229;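 active = inhibition above the mean of all tested compounds plus 3 SD, cut at about 70% in these data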;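 note: 0% = DMSO with NR2E3 transfected cells and 100% = cells lacking NR2E3 construct; higher means lower luciferase signal from less NR2E3 corepressor binding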
# Target sequence (Q9Y5X4 whole entry, looked up, the tested form may be a part): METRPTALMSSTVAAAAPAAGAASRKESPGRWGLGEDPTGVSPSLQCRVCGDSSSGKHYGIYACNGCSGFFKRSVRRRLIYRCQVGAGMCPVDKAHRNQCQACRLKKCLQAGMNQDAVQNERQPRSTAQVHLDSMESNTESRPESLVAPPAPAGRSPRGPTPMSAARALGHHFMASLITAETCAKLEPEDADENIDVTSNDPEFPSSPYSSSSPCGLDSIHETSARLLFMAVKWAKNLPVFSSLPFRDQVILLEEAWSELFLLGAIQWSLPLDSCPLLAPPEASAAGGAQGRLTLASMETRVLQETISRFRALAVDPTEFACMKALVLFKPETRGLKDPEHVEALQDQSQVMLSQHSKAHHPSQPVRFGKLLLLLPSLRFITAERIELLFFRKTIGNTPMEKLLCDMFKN
# KKLEB cytotox – counter-screen for CF NF-kB inhibitors: cytotoxicity; activity change (cytotoxicity), % at 5 µM; KKLEB CF airway cells viability, ATPlite luminescence, overnight; active compounds read low; cells stimulated with P. aeruginosa culture filtrate; hit rate 0.36% among 360,000; AID 602141;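 active = corrected activity change at or below -50% at 5 µM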
# HIF-2a block – HIF-2a inhibition. inhibition, % at 18.8 µM. hit rate 0.72% among 360,000. 786-0 RCC cells HIF-2a reporter, luciferase luminescence, overnight;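 active = inhibition of the luminescence signal of 40% or more relative to plate controls, in a single-dose primary screen at 18.75 µM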
# CF NFkB block – blocks PAF-induced NF-kB reporter in cystic fibrosis cells; AID 588850; hit rate 0.86% among 360,000; inhibition, % at 5 µM; KKLEB NF-kB-GFP reporter, GFP fluorescence overnight;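 active = at least 50% inhibition at 5 µM, scaled per plate between neutral and stimulator controls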;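 note: PAF is a Pseudomonas aeruginosa culture filtrate used as stimulus; plate controls were PAF-stimulated DMSO wells for no effect and unstimulated DMSO wells for full effect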
# Peg3 promoter – Peg3 promoter activity inhibition. inhibition, % at 20 µM. AID 588405. hit rate 1.7% among 360,000. HeLa PEG-Prom luciferase reporter, luminescence, overnight;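 active = inhibition of at least 50% at 20 µM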
# CaV13 ICDI inh – Disruptors of the CACNA1D IQ motif to Ca2+-dependent inactivation inhibitor domain association, primary screening, Förster resonance energy transfer in intact living …. HEK cells, CFP/YFP FRET ICDI-IQ, plate reader, 10 min; percent FRET-ratio fall versus neutral wells. hit rate 0.098% among 340,000. inhibition, % at 12.3 µM;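 active = mean replicate inhibition of at least 30% and at least 1% of replicates passing that level; inconclusive = only one of the two criteria is met; inactive = neither criterion is met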;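 note: 0% = median of the neutral control wells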
# NR2E3 ag-2 – NR2E3 (human) agonism. Q9Y5X4. GST-NR2E3/biotin-RetCOR TR-FRET, 1536-well. inhibition of corepressor binding, % at 4.78 µM. hit rate 0.12% among 320,000. AID 2300;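 active = percent inhibition above the cutoff of mean plus 3 SD of all tested compounds, set per screening campaign, cut at about 20% in these data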;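 note: 0% = DMSO wells and 100% = biotin wells as full block of FRET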
#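 Material: NR2E3–RetCOR corepressor complex / Amount: 1.35 nM GST-NR2E3 / Medium: Tris pH 7.5 / Compound: single nominal compound dose of 4.8 µM / Incubation: 5 h at 4 °C / Technique: TR-FRET, Eu(K)-anti-GST donor, streptavidin-D2 acceptor, ex 340, em 617/671 nm / Read-out basis: percent loss of FRET ratio relative to control wells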
# MITF TRPM1 inh – inhibitors of MITF-driven TRPM1 promoter in melanoma cells; SK-MEL-5 TRPM1 promoter luciferase, 24 h; inhibition, % at 12.5 µM; hit rate 0.83% among 330,000; AID 488899;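 active = mean inhibition across replicates of 60% or more, whatever share of single replicates reaches that level; inconclusive = some that reach 60%, reason not given; inactive = mean inhibition across replicates below 60%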; note: values of inactives mirror those of a sister screen read the other way
# Vif imaging – HIV Vif inhibition; HEK293T cells, Vif self-association by quenched fluorescence, imaging, 24 h; inhibition, % at 7.49 µM; hit rate 0.35% among 340,000; AID 602346; in the data active = inhibition above about 50%, passing the limit was not always enough; inconclusive = no clear call, values can overlap the other calls; inactive = below about 31%; note: some results filed as inactive read as strong as hits
# PDI turbidity – blocks human protein disulfide isomerase activity; hit rate 0.052% among 350,000; P07237; PDI insulin aggregation turbidity, A650, 90 min; inhibition, % at 10 µM;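 active = mean inhibition across replicates of 30% or more, whatever share of single replicates reach that level; inconclusive = mean inhibition below 30% while every single replicate reaches 30%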;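 note: absorbance from insulin aggregation driven by PDI reduction with DTT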
# Target sequence (P07237 whole entry, looked up): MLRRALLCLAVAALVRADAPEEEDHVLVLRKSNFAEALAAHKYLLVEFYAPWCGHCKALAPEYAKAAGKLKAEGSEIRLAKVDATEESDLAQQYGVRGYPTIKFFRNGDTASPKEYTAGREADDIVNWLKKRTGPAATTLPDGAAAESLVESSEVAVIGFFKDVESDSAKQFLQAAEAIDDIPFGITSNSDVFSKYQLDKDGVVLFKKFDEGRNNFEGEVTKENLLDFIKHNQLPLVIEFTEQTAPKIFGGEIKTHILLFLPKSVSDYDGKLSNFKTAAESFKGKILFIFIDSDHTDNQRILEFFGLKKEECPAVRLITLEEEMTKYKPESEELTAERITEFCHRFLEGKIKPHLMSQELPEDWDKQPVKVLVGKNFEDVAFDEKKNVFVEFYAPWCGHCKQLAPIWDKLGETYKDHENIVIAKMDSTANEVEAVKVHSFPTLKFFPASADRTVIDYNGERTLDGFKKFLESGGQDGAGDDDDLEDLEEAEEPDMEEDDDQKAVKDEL
# Shn3 inh set2 – reduces Shn3 3'UTR luciferase signal in osteoblasts | inhibition, % at 12.5 µM | Clone20 osteoblast Shn3 3'UTR firefly luciferase, 24 h | hit rate 0.52% among 360,000;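 active = mean inhibition of at least 75% with every replicate also reaching 75%; inconclusive = mean inhibition at least 75% but some replicate below; inactive = mean inhibition below 75%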;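 note: 0% = median of neutral control wells and 100% = pilot-screen positive control compound; some compounds past the cut are filed as inactive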
# * = called active by the depositor; ? = inconclusive; nt = not tested or not shown. Compounds as they come; 3.3% or so of the library scored in one or more.
SMILES,NR2E3 ag-1,KKLEB cytotox,HIF-2a block,CF NFkB block,Peg3 promoter,CaV13 ICDI inh,NR2E3 ag-2,MITF TRPM1 inh,Vif imaging,PDI turbidity,Shn3 inh set2
Cc1ccc(NC(=O)CN(C)CC(=O)Nc2ccc3c(c2)OCO3)cc1,7,8,8,-2,4,-5,nt,nt,nt,8,-25
CCC(=O)c1ccc(OCC(=O)OCC(=O)NC2CCCCCCC2)cc1,5,16,-8,-18,17,nt,0,-9,-6,-21,1
CCc1cc(-c2nnn(-c3cc(C(C)C)ccc3C)c2CC)ccc1-c1cn(CCc2c[nH]c3ccccc23)nn1,-26,-14,-1,23,14,-2,nt,nt,nt,0,32
COCCCN1C(=O)/C(=C/c2ccc(CNS(=O)(=O)c3ccccc3)o2)C(C(=O)OC)=C1C,6,5,7,-3,10,-5,5,16,2,5,-4
CN(C)CCCNC(=O)/C(=C\c1ccc(-c2ccc(Br)cc2)o1)NC(=O)c1ccccc1,17,-70*,41*,16,76*,-14,0,96*,0,-2,-3
Cc1cccc(OCc2nnc(SCn3nnc4ccccc4c3=O)o2)c1,7,6,1,-9,9,-5,2,11,0,-1,-4
COc1ccc(/C=N/Nc2ncnc3c2[nH]c2ccc(C)cc23)c(OC)c1OC,-13,-7,-10,9,73*,-22,1,2,-6,-8,0
C=CCn1c(SCC(=O)Nc2ccc(F)cc2)nnc1-c1cnccn1,-27,-1,-4,5,-9,-7,0,6,-3,-10,5
Cc1cc(-n2c(=O)c(C#N)cc3c(=O)n4ccccc4nc32)no1,-18,-7,11,-20,5,33*,0,-7,16,-5,31
COc1ccc(C(=O)/C=C/c2ccc(O)cc2)c(O)c1C/C=C(\C)CCC=C(C)C,-14,-46,-18,22,-29,nt,nt,nt,-25,nt,47
CCN(CC)C(=O)CSc1ncnc2c1cnn2-c1ccccc1,-82,11,-250,-5,-174,-5,1,-67,nt,-10,-47
CCOC(=O)c1ccc(NC(=S)NCCCN2CCOCC2)cc1,6,-2,10,-12,0,-4,-2,-1,13,13,2
COc1cc2ccc(NC(C)=O)cc2cc1OC,-13,-2,-14,24,-10,-5,nt,nt,-1,6,16
COc1ccccc1N(C)S(=O)(=O)c1ccc(C(=O)Nc2ccc(N3CCOCC3)cc2)cc1,-2,-9,10,-15,-4,-3,0,15,-9,-6,17
Cc1cc(OC(=O)c2ccc3ccccc3c2)c([N+](=O)[O-])c(=O)[nH]1,-21,-2,9,8,3,7,0,0,-2,-2,-10
O=C(Nc1nccs1)c1ccc2nccnc2c1,-43,-1,-156,-14,-165,-6,4,-32,-7,2,-39
CC(=O)c1cccc(-c2ccnc3c2CC(C(=O)NCCc2ccccc2)O3)c1 (stereo unspecified),-29,-2,-19,-10,-1,-5,nt,nt,7,9,-14
O=C(CN1C(=O)NC2(CCOc3ccccc32)C1=O)Nc1ccc(Br)cc1F (stereo unspecified),0,-14,-5,4,14,-2,3,4,-1,2,-21
CCCc1c(C(=O)N/N=C/c2ccc(-c3ccccc3)cc2)nnn1-c1nonc1N,-30,0,12,10,6,-9,nt,nt,4,-2,-16
O=c1[nH]n2c(=O)c3c([nH]c2c1N=Nc1cccc(Cl)c1)CCCC3,2,-10,20,-12,11,-8,1,5,-7,-3,-9
CN(C)S(=O)(=O)c1cc(NC(=O)Cn2ccsc2=N)ccc1Cl,-10,3,4,2,5,-2,0,1,-5,-61,12
Cc1ccc(N/N=C(/Sc2nnnn2-c2ccccc2)C(=O)c2ccccc2)cc1,2,8,-4,-6,30,-5,3,0,-5,-4,-5
O=C(C1CC1)N1CCc2[nH]c3ccccc3c2C1,-41,-1,-42,-13,-31,-5,3,-5,-6,-2,-22
COc1ccc(Cn2cccc(NC(=O)Nc3ccc(F)cc3)c2=O)cc1,14,6,-9,0,7,1,0,6,-3,3,17
O=C(COC(=O)C1=COCCO1)Nc1ccc(Cl)cn1,-25,-20,-1,22,-23,-2,nt,18,-2,7,-19
Nc1nonc1-n1nnc(C(=O)N/N=C/c2ccco2)c1CSc1ccc(Cl)cc1,-21,-4,6,-16,30,-5,nt,nt,-2,-42,14
CCOc1ccccc1C(=O)Nc1cc(Cl)ccc1O,-6,13,-54,-30,19,-8,0,15,-3,3,9
COCCNC(=O)/C(C#N)=C/c1cc(Br)c(O)c(OC)c1,-11,-21,17,33,-1,8,-3,6,-3,4,4
O=C(c1ccc2c(=O)n(Cc3ccco3)c(=S)[nH]c2c1)N1CCN(c2ccccc2)CC1,-14,6,12,-1,12,nt,1,15,-4,4,-104
O=C(CC(Cc1ccccc1)C(=O)O)Nc1ccc(Cl)c(Cl)c1 (stereo unspecified),6,8,9,12,9,-19,1,-11,nt,-2,7
Cc1ccc2nc(C)c(CN3CCN(c4ccc([N+](=O)[O-])cc4Cl)CC3)n2c1,104*,-8,-4,1,14,-2,1,26,1,-6,78
CN1CCN(C(=O)C2CCC(C)(C(=O)O)C2(C)C)CC1 (stereo unspecified),16,3,16,6,-2,4,-2,8,-1,6,-39
Cc1nn(-c2ccccc2)c(N2CCCC2)c1/C=N/NC(=O)c1ccccc1O,-44,-8,7,16,19,-5,-1,4,-1,1,-7
CC(C)c1ccc(C2CC(c3ccc(Br)cc3)=NN2C(N)=S)cc1 (stereo unspecified),-42,0,-175,6,-104,-6,-3,-39,-2,-7,-7
O=[N+]([O-])c1ccc(N2CCN(c3ccccc3F)CC2)c(S(=O)(=O)N2CCOCC2)c1,-31,4,19,10,19,-6,6,-4,9,-3,0
CC12CCC(C(=O)Nc3ccccc3Cl)([C@H](Br)C1=O)C2(C)C (stereo partly specified),-20,4,19,14,14,-7,1,8,-4,6,9

# Two compounds picked at random from those above:
SMILES,NR2E3 ag-1,KKLEB cytotox,HIF-2a block,CF NFkB block,Peg3 promoter,CaV13 ICDI inh,NR2E3 ag-2,MITF TRPM1 inh,Vif imaging,PDI turbidity,Shn3 inh set2
CCOc1ccccc1C(=O)Nc1cc(Cl)ccc1O,-6,13,-54,-30,19,-8,0,15,-3,3,9
O=C(c1ccc2c(=O)n(Cc3ccco3)c(=S)[nH]c2c1)N1CCN(c2ccccc2)CC1,-14,6,12,-1,12,nt,1,15,-4,4,-104

# The list continues:
SMILES,NR2E3 ag-1,KKLEB cytotox,HIF-2a block,CF NFkB block,Peg3 promoter,CaV13 ICDI inh,NR2E3 ag-2,MITF TRPM1 inh,Vif imaging,PDI turbidity,Shn3 inh set2
O=C1CC(N2CCN(c3ccccc3)CC2)C(=O)N1c1ccc(Cl)cc1 (stereo unspecified),-4,0,20,1,-1,-1,4,-6,14,-3,6
Cc1cccc(/C=N/NC(=O)c2ccc(NC(=O)c3cccc(Cl)c3)cc2)n1,-23,3,-2,1,16,-2,1,10,?,-12,46
CCc1ccccc1NC(=O)COC(=O)c1cccs1,-14,3,17,-8,-11,-3,0,-1,12,6,-3
OCCC1CN(CCCn2cccn2)CCN1C1CCCCC1 (stereo unspecified),6,-4,10,-19,16,-1,nt,2,1,-1,-15
N#C/C(=C\c1cccc([N+](=O)[O-])c1)C(=O)NCC1CCCO1 (stereo unspecified),4,-2,7,6,-13,-7,2,14,-6,-2,-8
Cc1ccccc1NC(=O)c1nn(C)c(C(=O)Nc2ccccc2C)c1[N+](=O)[O-],0,3,20,1,21,-3,0,-9,-2,-3,-22
COc1cc2c(cc1OC)C(C)N(C(=O)[C@@H](NC(=O)c1ccccc1)C(C)C)CC2 (stereo partly specified),2,2,6,-6,15,-20,-2,-6,-4,2,9
COc1ccc(-n2ncc3c2CC(C)(C)CC3NC(=O)CN2CCOC2=O)cc1 (stereo unspecified),-7,8,25,7,15,-5,nt,6,0,6,8
O=C(CSc1ncn(-c2ccccc2)n1)Nc1nc2c(s1)CCCC2,1,5,0,-16,-1,-9,2,0,-13,-8,-21
Cc1cc(C(=O)CCl)c(C)n1CC1COc2ccccc2O1 (stereo unspecified),-2,-25,30,26,103*,-7,3,51,4,7,37
COCCNC(=O)c1ccc2c(Cl)c3c(nc2c1)CCC3,-38,2,-255,10,-199,-20,-6,-93,4,3,-60
CN(C)c1ccc(/C=C/c2ccncc2)cc1,-122,-6,-156,-16,-226,-9,nt,-58,12,-14,-83
C/C(=N\O)c1sc(-c2ccccc2)nc1C,-119,1,-259,4,-288,6,nt,-29,0,-8,-100
O=S(=O)(c1cccs1)N1CCN(CCc2ccccc2)CC1,-38,12,-7,12,5,-5,-2,0,-3,-3,2
COc1ccc(N2C(=O)CC(Sc3nc4ccccc4s3)C2=O)cc1 (stereo unspecified),-20,3,-2,25,-2,0,-1,6,14,-3,13
COC(=O)c1ccccc1NC(=O)CN(c1cc(OC)ccc1OC)S(C)(=O)=O,-13,-4,7,-5,4,-3,2,1,-5,2,0
C#CCOCCOCCOCCNc1nc(N2CCN(C(=O)Cn3cc(CCO)nn3)CC2)nc(N2CCN(C(=O)Cn3cc(CCO)nn3)CC2)n1,-25,4,8,-7,-1,-12,nt,-6,0,1,-16
CCN(CC)S(=O)(=O)c1cc(C)c(C)cc1Br,-21,-3,21,9,16,nt,0,0,nt,2,nt
Cc1cccc(CSCc2nnc(N)s2)c1,-31,7,-51,-8,-33,nt,2,-9,nt,3,-12
COc1ccc(C(C)(C)NC(=O)C2CCC(=O)N(C3CCCC3)C2)cc1OC (stereo unspecified),-9,-1,-17,7,-2,-4,1,4,2,4,0
COc1ccc(S(=O)(=O)N2CCC(C(=O)NCc3cccc(OC)c3)CC2)cc1,0,1,7,-9,1,-6,2,-7,4,1,0
CCOn1c(=O)c(-c2ccc(Cl)cc2)[n+]([O-])c2ccccc21,-7,7,-15,9,-5,-5,-1,5,5,7,-13
CC(C)(C)NC(=O)/C(=C\C=C\c1ccccc1)NC(=O)c1ccc([N+](=O)[O-])cc1,-7,-14,6,-8,19,-5,-2,12,0,-4,1
CCOc1ccccc1OCCCNCc1ccccc1,-25,-4,23,16,6,-5,3,-21,-2,-4,-4
Cn1ccc(C(=O)Nc2ccc(Br)cc2Br)n1,-139,-4,-222,-27,-267,-3,-2,-56,-5,-4,-51
Nc1c(C(=O)CSc2nnc(N3CCOCC3)n2-c2cccc(F)c2)c(=O)[nH]c(=O)n1C1CC1,-7,20,15,-10,0,-2,-1,nt,-1,-6,-25
COC(=O)CCCC1=CC2=C(c3ccccc3)C(=O)C(C)(OC(=O)C3CCCC3)C(=O)C2=CN1CCc1ccccn1 (stereo unspecified),-18,7,22,-4,7,-5,5,8,-2,-13,21
